Assay outcomes: PubChem BioAssay, National Center for Advancing Translational Sciences (NCATS)
HCV inhibitor = qHTS Assay for Inhibitors of Hepatitis C Virus (HCV) | Huh7.5.1 HCVcc-Cre infection, luciferase reporter, 44 h | Potency, µM (top dose mostly 41.8 µM), for the others: top-dose activity change, negative = inhibition, hits mostly inhibitors | 340,000 compounds, 3.4% hits; also: potency is read from the fitted curve at half-maximal effect
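Cells seeded at 1,000/well and cultured 4 h, then compounds added followed by HCVcc-Cre virus (~0.5 moi). After 44 h further culture, luciferase substrate was added, plates held 15 min at room temperature, and luminescence read for 15 sec.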
Giardia FBPA inh = qHTS Assay for Inhibitors of Fructose-1,6-bisphosphate Aldolase from Giardia Lamblia. A8B2U2. purified Giardia FBPA. Potency, µM (highest dose often 59.6 µM), for the others: top-dose activity, negative = inhibition, actives largely listed as inhibitors. 290,000 compounds, 0.71% hits. AID 2451, 2010; also: potency is read from the fitted curve at half-maximal effect; nearly all actives have a fitted effect of over 55% in size
Target sequence (A8B2U2 whole entry, looked up): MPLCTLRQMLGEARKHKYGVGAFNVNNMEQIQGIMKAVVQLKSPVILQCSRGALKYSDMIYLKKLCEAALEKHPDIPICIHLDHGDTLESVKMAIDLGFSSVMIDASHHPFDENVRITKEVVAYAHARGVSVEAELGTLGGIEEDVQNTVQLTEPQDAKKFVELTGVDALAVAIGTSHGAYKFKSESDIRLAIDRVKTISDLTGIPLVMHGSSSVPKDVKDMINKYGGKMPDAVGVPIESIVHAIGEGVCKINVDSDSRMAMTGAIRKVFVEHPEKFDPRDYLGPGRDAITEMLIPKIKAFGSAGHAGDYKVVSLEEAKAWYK
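40 nM FBPA preincubated 10 min at RT with compound (up to 57.5 uM final), then substrate plus GAPDH/TPI/NAD/arsenate coupling and diaphorase/resazurin added. Fluorescence read after 20 min at RT, 525/598 nm.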
AmpC detergent = qHTS Inhibitors of AmpC Beta-Lactamase (assay with detergent) | AmpC hydrolysis of nitrocefin, absorbance 480 nm, 0.01% Triton | 370,000 compounds, 0.041% hits | Potency, µM (titrated, usually from 114 µM), for inactives: top-dose activity change, negative = inhibition, hits mostly inhibitors | P00811 | AID 485294, 2010;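 also: potency is read from the fitted curve at half-maximal effect; 0% = no-compound wells and -100% = no-enzyme wells; nearly all actives have a fitted effect of over 25% in size; some results filed as inactive show a strong effect at the top dose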
Target sequence (P00811 whole entry, looked up): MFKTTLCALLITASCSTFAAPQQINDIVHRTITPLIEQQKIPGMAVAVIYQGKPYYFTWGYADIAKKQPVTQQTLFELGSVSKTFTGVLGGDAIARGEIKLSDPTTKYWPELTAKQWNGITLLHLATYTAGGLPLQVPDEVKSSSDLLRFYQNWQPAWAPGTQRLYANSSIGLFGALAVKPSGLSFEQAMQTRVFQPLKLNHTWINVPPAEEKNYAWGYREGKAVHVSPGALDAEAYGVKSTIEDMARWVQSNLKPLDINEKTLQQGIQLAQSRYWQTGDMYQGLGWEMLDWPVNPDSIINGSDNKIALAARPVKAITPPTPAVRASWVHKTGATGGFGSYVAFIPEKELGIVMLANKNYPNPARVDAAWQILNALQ
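AmpC (5.3 nM in the dispensed reagent) in 20 mM phosphate pH 7.0 with 0.01% (detergent screen) or 0.0001% Triton X-100 was preincubated with compounds for 15 min at room temperature. Nitrocefin was then added from an 800 uM solution, and hydrolysis was followed at 480 nm.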
HCMV inh = qHTS Assay for inhibitors of the human cytomegalovirus (HCMV); activity change, negative = inhibition, % at 57.5 µM; HFF cells, HCMV-luciferase reporter, 72 h; active compounds read low; AID 1259415, 2018; 410,000 compounds, 4.5% hits; in the data active = activity change below about -60%; inconclusive = no clear call, values can overlap the other calls; inactive = above about -39%
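Human foreskin fibroblasts infected with luciferase-reporter HCMV at MOI 1 PFU/cell, compounds at two doses. Luciferase measured 72 h post infection; normalized to buffer-only basal and Salinomycin (10uM) controls.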
Sm TGR block = qHTS Assay for the Inhibitors of Schistosoma Mansoni Peroxiredoxins. Schistosoma mansoni thioredoxin glutathione reductase (TGR), Q962Y6. purified TGR, DTNB reduction, TNB absorbance 405 nm. Potency, µM (highest dose often 114 µM), for inactives: at the top dose activity change, negative = inhibition, usual class: inhibitors. 360,000 compounds, 3% hits; also: potency is read from the fitted curve at half-maximal effect; nearly all actives have a fitted effect of over 60% in size
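First, TGR (20 nM dispensed) and NADPH were mixed with compound. Second, a 15 min room-temperature incubation followed. Third, further NADPH and then DTNB were added to start the reaction. Finally, TNB absorbance was monitored kinetically.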
AmpC inh no detg = qHTS Inhibitors of AmpC Beta-Lactamase (assay without detergent); P00811; 330,000 compounds, 0.52% hits; AID 485341, 2010; AmpC nitrocefin hydrolysis, absorbance 480 nm, 0.0001% Triton; Potency, µM (top dose mostly 57.1 µM), inactives show at the top dose activity change, negative = inhibition, hits mostly inhibitors;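 also: potency is read from the fitted curve at half-maximal effect; plate controls were no compound for no effect and no enzyme for full effect; nearly all actives have a fitted effect of over 20% in size; some results filed as inactive show a strong effect at the top dose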
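20 mM phosphate pH 7.0 + 0.01% (detergent screen) or 0.0001% Triton X-100; 5.3 nM AmpC reagent; cpd preinc 15 min RT; nitrocefin (800 uM stock) to start; A480 q20 s × 4 min; Activity was normalised to no-enzyme and no-compound control wells.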
The depositor's hits bear a star; u = inconclusive; x = not tested or not shown; & = joins results of further samples; [ ] = dose if it differs, or a comment. Unless noted, calls follow the shape of the dose curve; as a rule, active = well fitted curve in the direction sought with a large enough effect; inconclusive = small, poorly fitted or top-dose-only effect, or another doubt; inactive = no such curve, though single readings can be large; an effect the other way counts as inactive or inconclusive. Unless noted, % is scaled to controls: 0 for no effect and ±100 for the full control effect. Compounds were not picked by outcome; about 9.9% have a hit in one of these screens.

SMILES | HCV inhibitor | Giardia FBPA inh | AmpC detergent | HCMV inh | Sm TGR block | AmpC inh no detg
CCOc1c(Cl)cc(/C=C/C(=O)N(CC)CC(=O)Nc2ccc(NC(C)=O)cc2)cc1OC | u | x | u | -3.2 | -0.8% | 83.0%[activator]
CC(C)CNC(=O)CN1C(=O)NC(Cc2c[nH]c3ccccc23)C1=O (centres undefined) | -7.4% | 0.0% | 2.6% | -27.5 | 13.9% | -6.7%
CCCCOc1cc(C(=O)NCCN(CC)CC)c2ccccc2n1 | 3.0%[8.37 µM] | 0.0% | -3.3%&-7.1% | -27.2&-6.0 | 11.7%&-12.2% | 42.7%&36.1%
Cc1ccc(-n2cc(CNC(C)c3cnn(C)c3C)c(-c3ccc(F)cc3)n2)cc1 (centres undefined) | u | 0.3% | 5.5% | u | 12.0% | 107.8%[activator]
CCN(C(=O)C1CCN(S(=O)(=O)c2cc(Br)cc3c2N(C(C)=O)CC3)CC1)c1cccc(C)c1 | x | x | 17.3% | -1.6 | 12.2% | x
CCS(=O)(=O)n1nc(-c2ccccc2)nc1NCc1ccco1 | 14.3% | 8.3% | 5.4% | 56.7 | -32.3% | -12.5%
CNC(=S)Nc1ccc([N+](=O)[O-])cc1 | -20.4% | -4.0% | 3.4% | -14.5 | u | -27.4%
c1ccc(-n2cccc2CNC2CCCCC2)cc1 | 5.6% | -25.1% | -22.2% | x | 2.3% | -25.7%
COC(=O)c1ccc(COC(=O)C(CCS(C)(=O)=O)N2C(=O)c3ccccc3C2=O)cc1 (centres undefined) | 14.6% | -0.6% | -14.9% | -20.0 | 0.3% | 114.0%[activator]
CC1(C)CC(=O)C=C(C(=O)N2CCCC(C(=O)c3cccc(C(F)(F)F)c3)C2)O1 (centres undefined) | u | x | -8.0% | 4.5 | -5.0% | 164.7%[activator]
CC(=O)Nc1cccc(NC(=O)c2cc3ccccc3o2)c1 | u | -16.4% | -4.8% | 298.3 | 0.5%[11.4 µM] | -24.9%
CCC(C)(C)C1CCc2[nH]nc(C(=O)NCC3CC3)c2C1 (centres undefined) | -12.1% | x | -12.5% | -16.3 | 2.1% | -8.7%
Cc1ccnc(NC(=O)c2ccc(Br)s2)c1 | -13.7% | 7.0% | 0.1% | 39.2 | 15.6% | -29.2%
CCC(=O)c1ccccc1OCCCn1cncn1 | -30.0% | 1.7% | 2.0% | -14.4 | 0.0% | -16.4%
N#CC1C(=O)NC(N2CCN(c3ccccc3)CC2)=NC12CCCCC2 (centres undefined) | 14.7% | -1.7% | -9.6% | -21.0 | -1.6% | -14.4%
Cc1cccc(CSC2=CS(=O)(=O)c3ccccc3N2)c1 | -15.3% | 6.6% | -3.5% | -17.6 | 0.4% | -33.9%
Cc1ccc(S(=O)(=O)/C(C#N)=C/c2c(N3CC(C)OC(C)C3)nc3c(C)cccn3c2=O)cc1 (centres undefined) | -0.4% | -9.1% | 1.0% | 40.0 | -6.1% | 91.0%[activator]
CN1C(=O)C2(c3ccccc31)c1c(oc3ccccc3c1=O)C(=O)N2CCCO (centres undefined) | 10.8% | -0.3% | -4.7% | 39.9 | 12.8% | -0.3%
Cc1ccc(CNC(=O)CS(=O)(=O)c2cn(CC(=O)N3CCOCC3)c3ccccc23)cc1 | 6.0% | x | 0.1% | 24.1 | 0.1% | 51.4%
Brc1ccc2nc(-c3c[nH]c4ccccc34)cn2c1 | -20.8% | u | u | 46.4 | -0.7% | 38.8%
COc1ccc(Cc2nc(C)cc(Cl)n2)cc1[N+](=O)[O-] | 6.9% | u | 3.6% | -6.3 | 0.4% | -11.2%
Cn1c(=O)c2cn(Cc3ccc(Cl)cc3)cc2n(C)c1=O | 6.1% | -0.9% | -13.0% | -31.4 | -28.6% | -8.2%
COc1ccc(/C=C/C(=O)NC(=S)NNC(=O)c2cccnc2)cc1 | 9.6% | u | -1.1% | 10.3 | -0.8% | -9.3%
Cc1ccc(OCC(=O)Nc2sc3c(c2C#N)CCC3)cc1C | u | -8.0% | 0.4% | -17.2 | 0.8% | -14.7%
CC(C)Nc1nc(-c2ccccc2)nc(-n2ccnc2)n1 | 2.82µM* | -17.8% | 0.8% | -19.7 | 6.5% | -20.8%
More records
SMILES | HCV inhibitor | Giardia FBPA inh | AmpC detergent | HCMV inh | Sm TGR block | AmpC inh no detg
COc1ccc(NC(=O)N2CCC(C(=O)c3ccc(F)cc3)CC2)cc1 | u | 0.0% | u | 0.1 | 1.2% | -6.4%
Cc1cccc(N2CCN(C(=O)c3csc4ccccc34)CC2C)c1 (centres undefined) | -12.9% | 3.9% | u | -35.5 | -9.0% | 1.4%
O=C(C(=O)N1CCOCC1)c1cn(CC(=O)N2CCc3ccccc3C2)c2ccccc12 | 3.9% | 5.2% | u | -21.6 | 9.7% | 99.0%[activator]
Cc1ccc(-c2nc3ccccc3c(C(=O)NCc3cccs3)c2C)cc1 | u | -27.0% | 0.6% | 4.1 | -6.3% | 0.3%
CC(=O)N(Cc1cc(=O)[nH]c2ccccc12)c1cccc(C)c1 | -16.3% | -2.2% | -2.4% | -6.0 | -31.6% | -7.0%
O=C(NNC(=O)c1n[nH]c(=O)c2ccccc12)c1ccc(Br)cc1 | -4.7% | -0.3% | -14.7% | -39.9 | 8.6% | -19.9%
CC(C)(C)c1ccc(N2C(=O)CSC2c2cccnc2)cc1 (centres undefined) | -7.4% | 8.0% | 4.6% | -22.2 | 5.7% | -1.0%
CCOc1nc(Nc2ccc(OC)c(Cl)c2)nc(OCC)n1 | u | -3.9% | u | -23.1 | 0.2% | -19.7%
CCN(CC(=O)Nc1ccccc1Br)Cc1nc2ccccc2c(=O)[nH]1 | 12.0% | -19.2% | 3.1% | -13.5 | 6.3% | -7.8%
CN1CCN(c2cc(=O)n(C3CCCCC3)c(=O)[nH]2)CC1 | 5.8% | -1.1% | u | -10.9 | -30.6% | -13.0%
O=C(O)CCN1C(=O)C2C3CC(C2C1=O)C1C(c2ccccc2)c2sc(=O)n(-c4ccccc4)c2SC31 (centres undefined) | -6.9% | 6.0% | 3.1% | -37.0 | 4.4% | 37.7%
Cn1ccnc1SCC(=O)Nc1ccc(F)c([N+](=O)[O-])c1 | 4.0% | -0.1% | 4.4% | 25.8 | -3.6% | -18.4%
O=C(O)/C=C/C(O)c1ccc(Cl)cc1 (centres undefined) | -1.7% | 1.9% | u | 42.5 | 25.1µM* | -17.9%
CC(C)CCNC(=O)CSc1c2c(nc3ccc(Cl)cc13)CCCC2 | x | x | 1.8% | -20.8 | 1.0% | x
CC(=O)c1cc(C#N)c(SCc2ccc([N+](=O)[O-])cc2)nc1C | -15.0% | 3.6% | 0.1% | 6.8 | x | -15.3%
O=C(Nc1ccccc1Cl)Oc1ccc2ccccc2c1 | x | -6.2% | -13.0% | x | 10.0% | -18.8%
O=S(=O)(c1cccc2ccccc12)n1nnc2ccccc21 | 21.1% | 9.9% | 1.5% | -12.8 | -0.8% | -9.7%
O=C(Nc1cccc(C(=O)N2CCOCC2)c1)c1cccnc1 | 8.6% | -0.2% | 1.3% | 59.1 | 6.5% | -21.0%
CC1(NC(=S)Nc2ccccc2)CCS(=O)(=O)C1 (centres undefined) | 1.3% | -2.4% | -2.8% | 45.4 | -3.1% | 5.6%
Cc1cc(F)ccc1NC(=O)CS(=O)(=O)c1cccc2nsnc12 | x | x | -4.1% | -9.4 | -5.0% | x
CN(C)S(=O)(=O)c1c(Cl)cccc1Cl | -14.2% | -29.8% | 1.9% | -8.2 | 1.3% | -1.1%
CCOc1ccc(/C(O)=C2/C(=O)C(=O)N(c3ncccn3)C2c2ccc(Cl)cc2)cc1 (centres undefined) | -4.7% | 13.8% | -0.7% | 9.5 | 4.4% | -24.3%
CCCCNC(=O)c1onc(CSc2cc(C)ccc2C)c1C(=O)O | 23.8% | 7.6% | -11.2% | 59.5 | 9.6% | -28.4%
Cc1ccsc1/C=N/NC(=O)Cn1nc(C)c([N+](=O)[O-])c1C | 14.1% | 4.5% | -4.3% | -23.8 | 10.0% | -20.9%
CC1CCCN(CCCOc2ccc([N+](=O)[O-])cc2)C1 (centres undefined) | -13.9% | -17.5% | -12.4% | 15.8 | 6.6% | -18.5%
(more compounds)
SMILES | HCV inhibitor | Giardia FBPA inh | AmpC detergent | HCMV inh | Sm TGR block | AmpC inh no detg
Cc1ccc(/C=N/n2cc(-c3ccccc3)[nH]c2=S)s1 | -0.9% | 2.5% | -9.1% | u | -2.6% | -37.2%
C/C(=N/NC(=O)c1cc2ccccc2cc1O)C1C(=O)c2ccccc2C1=O | 3.8% | -6.5% | -5.7% | 42.4 | -21.3% | -46.3%
Cc1cc2oc(C(=O)N(Cc3ccco3)C3CCS(=O)(=O)C3)cc(=O)c2cc1Cl (centres undefined) | -7.3% | -0.4% | -9.1% | -1.4 | 50.1µM* | u
CC(NC(=O)CN(C)S(=O)(=O)c1ccc2c(c1)c(=O)n(C)c(=O)n2C)c1ccccc1 (centres undefined) | 19.0% | x | -1.4%&-5.2% | -30.3&-15.2 | -10.0%&-17.2% | 20.1%
CCOCCCNCc1cc(Cl)cc(Cl)c1OCC | 10.1% | -1.7% | 0.9% | 0.9 | -5.4% | -5.7%[2.29 µM]
Cc1onc(-c2c(Cl)cccc2Cl)c1C(O)c1ccccc1 (centres undefined) | 23.0% | 8.3% | -10.9% | -38.6 | 4.6% | -24.0%
Cc1ccc(OC(=O)c2ccc3c(=O)n4c(nc3c2)CCC4)cc1 | 10.7% | x | -9.6% | -9.5 | -0.3% | 94.5%[activator]
COc1ccccc1N1CCN(S(=O)(=O)c2c(C)sc3ncn(CC(=O)NCCN(C)C)c(=O)c23)CC1 | 14.7% | 6.6% | 4.5%&-6.6% | -7.1&7.8 | -18.1%&-13.7% | -6.8%
COc1ccccc1/C=C/C=N\N1CCN(Cc2ccccc2Cl)CC1 | u | -24.4% | -1.7% | u | 5.1% | -8.4%
Cc1cc2nc(-c3ccccn3)c(-c3ccccn3)nc2cc1C | x | -1.5% | 3.7% | 30.1 | 12.9% | 2.9%

Profiles, looked up by structure. Order of screens: HCV inhibitor	Giardia FBPA inh	AmpC detergent	HCMV inh	Sm TGR block	AmpC inh no detg
Profile of `CCS(=O)(=O)n1nc(-c2ccccc2)nc1NCc1ccco1` = 14.3%	8.3%	5.4%	56.7	-32.3%	-12.5%
Profile of `O=C(O)/C=C/C(O)c1ccc(Cl)cc1` (centres undefined) = -1.7%	1.9%	u	42.5	25.1µM*	-17.9%
Profile of `CCCCNC(=O)c1onc(CSc2cc(C)ccc2C)c1C(=O)O` = 23.8%	7.6%	-11.2%	59.5	9.6%	-28.4%
